Assay outcomes as filed in PubChem BioAssay.
influenza NS1A – NS1A inhibition, H1N1 influenza, cell based functional assay (AID 504329); one-dose inhibition, % at 12.5 µM; IC50 in µM for titrated hits; NS1A functional cell-based assay, percent inhibition; higher % means a stronger effect; 0.3% of 340,000 active; in the data active = a potency from the dose series; inconclusive = inhibition above about 27% without an active follow-up result; note: strong numbers were not always called active
H37Rv inhibition – M. tuberculosis growth inhibition, HTS (AID 449762) | M. tuberculosis H37Rv growth inhibition, 7H9 media; higher % means a stronger effect | inhibition, % at 25 µM, or IC50 in µM where a hit was titrated | 0.59% of 330,000 active; in the data active = a potency from the dose series; inconclusive = inhibition above about 70% without an active follow-up result;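 note: bacterial growth assessed after seven days of incubation; strong numbers were not always called active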
PhoP GFP inhibition – Inhibition of PhoP regulon, Salmonella typhi GFP reporter cells, confirmation, 4 h (AID 1850) | Salmonella Typhi PhoP-promoter GFP reporter, fluorescence, 4 h; higher % means a stronger effect | inhibition, % at 50 µM, or IC50 in µM where a hit was titrated | 0.33% of 310,000 active; in the data active = a potency from the dose series; inconclusive = inhibition mostly from about 25% at the one dose, without a potency; inactive = the rest, 99 in 100 with inhibition below about 19%;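 note: 0% = induced wells with vehicle and 100% = uninduced wells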
tuberculosis growth – growth inhibition of non-replicating M. tuberculosis (AID 488890) | Mycobacterium tuberculosis non-replicating, growth inhibition; higher % means a stronger effect | inhibition, % at 25 µM; hits with a dose series show IC50 in µM | 0.39% of 320,000 active; in the data active = a potency from the dose series; inconclusive = inhibition mostly from about 82% at the one dose, without a potency; inactive = the rest, 99 in 100 with inhibition below about 76%;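 note: plate controls were DMSO cells for no effect and high antibiotic wells for full effect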
inhibitors of VEEV – inhibitors of VEEV TC-83 cytopathic effect, confirmation, Vero cells (AID 588727). Vero cells, VEEV TC-83 cytopathic effect inhibition; higher % means a stronger effect. inhibition, % at 20 µM; hits with a dose series show IC50 in µM. 0.13% of 350,000 active; in the data active = a potency from the dose series; inconclusive = inhibition mostly from about 14% at the one dose, without a potency; inactive = the rest, 99 in 100 with inhibition below about 12%; note: strong numbers were not always called active
inhibitors of VEEV 10K pilot screen – also measured in inhibitors of VEEV; calls as there; inhibition, %; measured here: 10K pilot screen inhibition
* = called active by the depositor.

CC(=O)c1cccc(NC(=O)C(C)OC(=O)Cc2n[nH]c(=O)c3ccccc23)c1 (configuration not stated) was read as influenza NS1A -1%, H37Rv inhibition 1%, PhoP GFP inhibition -5%, tuberculosis growth -16% and inhibitors of VEEV 1.7%.
CC1CCOC2(O1)C(=O)Nc1ccccc12 (configuration not stated) was read as influenza NS1A -2%, H37Rv inhibition -5%, PhoP GFP inhibition -6%, tuberculosis growth -5% and inhibitors of VEEV inactive.
For COc1ccc(N=C2SC(CC(=O)Nc3ccccc3)C(=O)N2CC2CCCO2)cc1 (configuration not stated) the results were influenza NS1A -7%, H37Rv inhibition 2%, PhoP GFP inhibition 2%, tuberculosis growth 22% and inhibitors of VEEV 7.1%.
Screening COc1ccc(C2CC(=O)C(C=NCCCO)=C(O)C2)cc1 (configuration not stated) returned influenza NS1A -1%, H37Rv inhibition 3%, PhoP GFP inhibition -10%, tuberculosis growth 3% and inhibitors of VEEV inactive.
`CSCCC(NC(=O)c1ccco1)C(=O)O` (configuration not stated) gave influenza NS1A -7%, H37Rv inhibition 0%, PhoP GFP inhibition 6%, tuberculosis growth -5% and inhibitors of VEEV 1.1%.
Screening Cn1c(C(=O)Nc2ccc3c(c2)OCCO3)cc2c(=O)n(C)c3ccccc3c21 returned influenza NS1A 2%, H37Rv inhibition -7%, PhoP GFP inhibition -1%, tuberculosis growth -20% and inhibitors of VEEV 7.8%.
`COCCCn1c(C(=O)N2CCOCC2)cc2c(=O)n3cccc(C)c3nc21` gave influenza NS1A -8%, H37Rv inhibition -6%, PhoP GFP inhibition -7%, tuberculosis growth -3% and inhibitors of VEEV 6.4%.
Screening CCOC(=O)c1c(NC(=O)Cn2nnc(-c3ccc(Cl)cc3)n2)sc(C)c1C returned influenza NS1A -2%, H37Rv inhibition -4%, PhoP GFP inhibition -2%, tuberculosis growth 4% and inhibitors of VEEV inactive.
CCOc1ccc(N=Cc2c(O)n(CCc3ccc(OC)c(OC)c3)c(=O)[nH]c2=O)cc1 was read as influenza NS1A -2%, H37Rv inhibition inconclusive, PhoP GFP inhibition -1%, tuberculosis growth 3% and inhibitors of VEEV 1.4%.
`CCCCNC(=O)N1CCN(C(=O)C2CCCO2)CC1` (configuration not stated) gave influenza NS1A 15%, H37Rv inhibition -1%, PhoP GFP inhibition -1%, tuberculosis growth -8% and inhibitors of VEEV inactive.
CCOC(=O)c1ccc(Nc2sc(C(=O)c3cccc([N+](=O)[O-])c3)c(N)c2C#N)cc1 was read as influenza NS1A -2%, H37Rv inhibition 18%, PhoP GFP inhibition 2%, tuberculosis growth 0% and inhibitors of VEEV inactive.
`COc1ccc(CC(=O)Nc2nc(C)cs2)cc1OC` gave influenza NS1A 1%, H37Rv inhibition 1%, PhoP GFP inhibition -2%, tuberculosis growth 5% and inhibitors of VEEV 1.4%.
`Cc1nc(SC2CC(=O)N(c3cc(Cl)cc(Cl)c3)C2=O)nc2c1CCCC2` (configuration not stated) gave influenza NS1A -1%, H37Rv inhibition -9%, PhoP GFP inhibition 2%, tuberculosis growth inconclusive and inhibitors of VEEV 4.7%.
NC1=NC[C@H](Cc2ccccc2)N1CCc1cc(C(F)(F)F)cc(C(F)(F)F)c1 was read as influenza NS1A -1%, H37Rv inhibition inconclusive, PhoP GFP inhibition -32%, tuberculosis growth inconclusive and inhibitors of VEEV 2.2%.
CCCCn1nc(C(=O)NC2CCCCCC2)c2ccccc2c1=O was read as influenza NS1A -5%, H37Rv inhibition 0%, tuberculosis growth 0% and inhibitors of VEEV inactive.
Screening CCCCc1nccn1CCn1ccnc1CCCC returned influenza NS1A 1%, H37Rv inhibition 0%, PhoP GFP inhibition 17%, tuberculosis growth 5% and inhibitors of VEEV 2.0%.
Screening CCc1ccc(C(O)(c2ccccc2OC)C(CN2CCOCC2)c2ccccc2)cc1 (configuration not stated) returned influenza NS1A 5%, H37Rv inhibition 13%, PhoP GFP inhibition -9%, tuberculosis growth 29% and inhibitors of VEEV 0.5%.
For Cc1ccc(-c2cc3onc(-c4ccccc4)c3c(=O)n2C)cc1 the results were influenza NS1A -4%, H37Rv inhibition 17%, PhoP GFP inhibition -33%, tuberculosis growth 5% and inhibitors of VEEV 1.5%.
Screening CCOc1ccc(/C=N/NC(=O)C(=O)NCc2ccco2)cc1 returned influenza NS1A -7%, H37Rv inhibition -9%, PhoP GFP inhibition -18%, tuberculosis growth 0% and inhibitors of VEEV 0.4%.
O=C(O)c1ccccc1C(=O)Nc1ccccc1[N+](=O)[O-] was read as influenza NS1A -5%, H37Rv inhibition -5%, PhoP GFP inhibition -13%, tuberculosis growth -2% and inhibitors of VEEV 0.8%.
`CCN(CC)S(=O)(=O)c1ccc(OC)c(NC(=O)c2ccc([N+](=O)[O-])cc2)c1` gave influenza NS1A 0%, H37Rv inhibition 2%, PhoP GFP inhibition -3%, tuberculosis growth -6%, inhibitors of VEEV 0.5% and inhibitors of VEEV 10K pilot screen 0.0.
For C=CCNc1cccc(Br)c1 the results were influenza NS1A -17%, H37Rv inhibition -7%, PhoP GFP inhibition -6%, tuberculosis growth -14% and inhibitors of VEEV 0.5%.
Screening CC(=O)Nc1ccc(NC(=O)CCCN2C(=O)c3ccccc3C2=O)cc1 returned influenza NS1A -21%, H37Rv inhibition 3%, PhoP GFP inhibition 0%, tuberculosis growth -11% and inhibitors of VEEV inactive.
For CC(=O)c1nnn(-c2cccc([N+](=O)[O-])c2)c1C the results were influenza NS1A -3%, H37Rv inhibition -4%, PhoP GFP inhibition -3%, tuberculosis growth -13% and inhibitors of VEEV 0.3%.
Screening COc1ccc(-c2cn3cccc(C)c3n2)cc1F returned influenza NS1A 11%, H37Rv inhibition 9%, PhoP GFP inhibition -7%, tuberculosis growth 33% and inhibitors of VEEV 0.8%.
For O=c1cc(-c2ccccc2)[nH]n2cnnc12 the results were influenza NS1A 1%, H37Rv inhibition 2%, PhoP GFP inhibition 3%, tuberculosis growth 7% and inhibitors of VEEV 1.4%.
Screening N=c1oc2ccccc2cc1-c1nc2ccccc2c(=O)[nH]1 returned influenza NS1A -1%, H37Rv inhibition -7% and inhibitors of VEEV 1.3%.
CCC(C)OC(=O)C1=C(C)O[C@]23OC(N)=C(C#N)[C@]12C(=O)c1ccccc13 (some centres not stated) was read as influenza NS1A 0%, H37Rv inhibition -3%, PhoP GFP inhibition 9%, tuberculosis growth -10% and inhibitors of VEEV 5.1%.
For COc1ccc(C(=O)C2CCN(C(=S)NCCc3ccc(OC)c(OC)c3)CC2)cc1 the results were influenza NS1A -3%, H37Rv inhibition 2%, PhoP GFP inhibition -5%, tuberculosis growth 41% and inhibitors of VEEV inactive.
`CCOC(=O)N1N=C(CC)CC1(O)C(F)(F)F` (configuration not stated) gave influenza NS1A -1%, H37Rv inhibition -4%, PhoP GFP inhibition -4%, tuberculosis growth -22% and inhibitors of VEEV inactive.
CCOC(=O)CCNCc1ccc(F)cc1 was read as influenza NS1A 0%, H37Rv inhibition 0%, PhoP GFP inhibition -8%, tuberculosis growth 2% and inhibitors of VEEV inactive.
O=[N+]([O-])c1cccc(/C=N/Nc2ncc(Br)cn2)c1 was read as influenza NS1A 5%, H37Rv inhibition 1%, PhoP GFP inhibition -3%, tuberculosis growth -9% and inhibitors of VEEV 0.8%.
`Cc1cc2oc(=O)c(CC(=O)NCCCN(C)C)c(C)c2c2occ(C(C)(C)C)c12` gave H37Rv inhibition 14%, PhoP GFP inhibition 7% and tuberculosis growth 77%.
Screening CCOc1ccccc1NC(=O)CN1CCc2ccccc2C1 returned influenza NS1A -5%, H37Rv inhibition 0%, PhoP GFP inhibition 1%, tuberculosis growth 20% and inhibitors of VEEV 0.7%.
For C=CCSc1nnc2n(-c3ccccc3OC)c(=O)c3c4c(sc3n12)CCC4 the results were H37Rv inhibition 3%, PhoP GFP inhibition -2% and tuberculosis growth 17%.
`O=C(NCc1ccccc1)NC1CCS(=O)(=O)C1` (configuration not stated) gave influenza NS1A -7%, H37Rv inhibition -2%, PhoP GFP inhibition -3%, tuberculosis growth 3% and inhibitors of VEEV 1.3%.
For Cc1cnc(NC(=O)CSc2nnc3ncccn23)s1 the results were influenza NS1A -1%, H37Rv inhibition -1%, PhoP GFP inhibition 3%, tuberculosis growth 1% and inhibitors of VEEV inactive.
Screening O=C(COC(=O)c1ccc2c(c1)OCCO2)NCCc1ccc(F)cc1 returned influenza NS1A -3%, H37Rv inhibition 6%, tuberculosis growth -7% and inhibitors of VEEV inactive.
O=C(O)/C=C\C(=O)Nc1ccc(N2CCN(c3cccc(Cl)c3)CC2)cc1 was read as influenza NS1A -1%, H37Rv inhibition 55%, PhoP GFP inhibition 6%, tuberculosis growth 64% and inhibitors of VEEV 1.4%.
Screening COc1cc(NC(=O)Cn2cnc3ccccc3c2=O)c(OC)cc1Cl returned influenza NS1A 6%, H37Rv inhibition -1%, PhoP GFP inhibition 7%, tuberculosis growth 3%, inhibitors of VEEV 0.7% and inhibitors of VEEV 10K pilot screen 0.3.
For Cc1ccc(Cn2c(=O)sc3ccccc3c2=O)cc1 the results were influenza NS1A -18%, H37Rv inhibition 1%, PhoP GFP inhibition -1%, tuberculosis growth 48% and inhibitors of VEEV 0.4%.
`Cc1nnc(NC(=O)CN2CCN(Cc3ccccc3Cl)CC2)s1` gave influenza NS1A 1%, H37Rv inhibition 6%, PhoP GFP inhibition 3%, tuberculosis growth 40% and inhibitors of VEEV 0.7%.
For C=C(CCO)C1=CCN(S(=O)(=O)C(C)(C)C)[C@H]1CCO the results were influenza NS1A -16% and inhibitors of VEEV 0.4%.
For Cc1ccccc1NC(=O)Cn1c(=O)oc2ccccc21 the results were influenza NS1A -18%, H37Rv inhibition 36%, PhoP GFP inhibition -3%, tuberculosis growth 12% and inhibitors of VEEV inactive.
For CCOc1ccc2nc(NC(=O)C(NS(=O)(=O)c3cccc4nsnc34)C(C)C)sc2c1 (configuration not stated) the results were influenza NS1A 6%, H37Rv inhibition -2%, PhoP GFP inhibition -6% and inhibitors of VEEV 7.8%.

Looked up by structure from the list above:
O=C(O)/C=C\C(=O)Nc1ccc(N2CCN(c3cccc(Cl)c3)CC2)cc1 was read as influenza NS1A -1%, H37Rv inhibition 55%, PhoP GFP inhibition 6%, tuberculosis growth 64% and inhibitors of VEEV 1.4%.
`O=C(NCc1ccccc1)NC1CCS(=O)(=O)C1` (configuration not stated) gave influenza NS1A -7%, H37Rv inhibition -2%, PhoP GFP inhibition -3%, tuberculosis growth 3% and inhibitors of VEEV 1.3%.
`Cc1cc2oc(=O)c(CC(=O)NCCCN(C)C)c(C)c2c2occ(C(C)(C)C)c12` gave H37Rv inhibition 14%, PhoP GFP inhibition 7% and tuberculosis growth 77%.

Carrying on:
Screening c1ccc(-c2csc3nnc(SCc4ccc5c(c4)OCO5)n23)cc1 returned influenza NS1A 11%, H37Rv inhibition -9%, PhoP GFP inhibition 11%, tuberculosis growth -36% and inhibitors of VEEV 5.6%.
Screening Cc1ccc(Cl)cc1N1CCN(Cc2nnnn2Cc2ccco2)CC1 returned influenza NS1A 3%, H37Rv inhibition 5%, PhoP GFP inhibition 5%, tuberculosis growth 18% and inhibitors of VEEV 3.1%.
Screening CCOC(=O)N1CCN(C(=S)NC(=O)c2c(-c3c(Cl)cccc3Cl)noc2C)CC1 returned influenza NS1A -4%, H37Rv inhibition 4%, PhoP GFP inhibition 0%, tuberculosis growth -14% and inhibitors of VEEV inactive.
`O=C(c1cnn2c(C(F)(F)F)cc(-c3cccs3)nc12)N1CCCC1` gave influenza NS1A 18%, H37Rv inhibition -1%, PhoP GFP inhibition 12%, tuberculosis growth 0% and inhibitors of VEEV 3.8%.
For COc1ccc(Cl)cc1C(=O)NCCCn1ccnc1 the results were influenza NS1A -23%, H37Rv inhibition -2%, PhoP GFP inhibition -1%, tuberculosis growth 12% and inhibitors of VEEV inactive.
For CC[C@]12c3[nH]c4ccc(OC)cc4c3CCN1C(=O)C(CC(=O)NCCc1ccccn1)C[C@@H]2C(=O)N1CCN(C(=O)C2CC2)CC1 (some centres not stated) the results were influenza NS1A -7% and inhibitors of VEEV 0.7%.
`O=C1CN(S(=O)(=O)c2cccc(Cl)c2Cl)c2ccccc2N1` gave influenza NS1A 10%, H37Rv inhibition 0%, PhoP GFP inhibition 5%, tuberculosis growth -2% and inhibitors of VEEV 1.7%.
`CNc1nc2[nH]c(=O)c3c(c2s1)OC(N)=C(C#N)C3c1ccccc1` (configuration not stated) gave influenza NS1A 9%, H37Rv inhibition 7%, PhoP GFP inhibition -15%, tuberculosis growth -17% and inhibitors of VEEV 2.3%.
CCCN(C(=O)COC(=O)c1nc2nc(C)cc(C)n2n1)C1CCS(=O)(=O)C1 (configuration not stated) was read as influenza NS1A -13%, H37Rv inhibition 0%, tuberculosis growth 16% and inhibitors of VEEV 1.9%.

No enrichment for hits; overall some 1.5% were active at least once.
